From PubChem
Tb PYK inh: qHTS of Trypanosoma Brucei Inhibitors. pyruvate kinase (Trypanosoma brucei), Q57TT1. TbPYK enzyme, Kinase-Glo Plus ATP luminescence, 45 min. Potency, µM (titrated, usually from 76.8 µM), without a hit: at the top dose activity, negative = inhibition, actives largely listed as inhibitors. 410,000 tested, 0.12% active. AID 624173, 2012; also: potency is read from the fitted curve at half-maximal effect; % is scaled to controls: 0 for no effect and ±100 for the full control effect; nearly all actives have a fitted effect of over 50% in size
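In this concentration-response screen, enzyme-free wells defined baseline while DMSO plates tracked drift. Each reaction combined TbPYK, substrate, compound and 130 uM ADP for 45 min at room temperature. Kinase-Glo Plus luminescence gave the signal.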
Pf growth 96h: Primary qHTS for delayed death inhibitors of the malarial parasite plastid, 96 hour incubation | P. falciparum luciferase reporter growth, 96 h | 320,000 tested, 6.9% active | Potency, µM (doses to about 28.7 µM), without a hit: at the highest dose activity change, negative = inhibition, most hits filed as inhibitors; also: potency is read from the fitted curve at half-maximal effect; % is scaled to controls: 0 for no effect and ±100 for the full control effect
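Delayed-death screen, second-generation endpoint: infected erythrocytes, 2% hematocrit, 0.05% parasitemia final; 96 hours at 37 C, 5% CO2; luciferase detection reagent; luminescence decrease equals reduced growth.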
Pf growth 48h: Primary qHTS for delayed death inhibitors of the malarial parasite plastid, 48 hour incubation; P. falciparum luciferase growth in erythrocytes, 48 h; Potency, µM (doses to about 28.7 µM), without a hit: top-dose activity change, negative = inhibition, hits mostly inhibitors; 310,000 tested, 5.9% active; AID 504832, 2011; also: potency is read from the fitted curve at half-maximal effect; % is scaled to controls: 0 for no effect and ±100 for the full control effect
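In quantitative HTS format, infected erythrocytes bearing luciferase-reporter parasites were treated for a single generation at 37 C. Luminescence after adding detection reagent served as the growth measure.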
Shiga toxin inh: A qHTS for Small Molecule Inhibitors of Shiga Toxin; inhibition, % at 38.7 µM; 290,000 tested, 9.2% active; AID 2315, 2010; Vero cells, Shiga toxin protein synthesis inhibition reporter; in the data active = inhibition mostly above about 28%, no sharp cut-off; inactive = mostly below about 43%; also: 0% is about no effect
LmPK inhibitor: qHTS Assay for Inhibitors of Leishmania Mexicana Pyruvate Kinase (LmPK); Q27686; purified LmPK, Kinase-Glo ATP luminescence, 1 h; Potency, µM (titrated, usually from 57.5 µM), for the others: top-dose activity change, negative = inhibition, usual class: inhibitors; 290,000 tested, 0.37% active; AID 1721, 2009; also: potency is read from the fitted curve at half-maximal effect; % is scaled to controls: 0 for no effect and ±100 for the full control effect
Target sequence (Q27686 whole entry, looked up): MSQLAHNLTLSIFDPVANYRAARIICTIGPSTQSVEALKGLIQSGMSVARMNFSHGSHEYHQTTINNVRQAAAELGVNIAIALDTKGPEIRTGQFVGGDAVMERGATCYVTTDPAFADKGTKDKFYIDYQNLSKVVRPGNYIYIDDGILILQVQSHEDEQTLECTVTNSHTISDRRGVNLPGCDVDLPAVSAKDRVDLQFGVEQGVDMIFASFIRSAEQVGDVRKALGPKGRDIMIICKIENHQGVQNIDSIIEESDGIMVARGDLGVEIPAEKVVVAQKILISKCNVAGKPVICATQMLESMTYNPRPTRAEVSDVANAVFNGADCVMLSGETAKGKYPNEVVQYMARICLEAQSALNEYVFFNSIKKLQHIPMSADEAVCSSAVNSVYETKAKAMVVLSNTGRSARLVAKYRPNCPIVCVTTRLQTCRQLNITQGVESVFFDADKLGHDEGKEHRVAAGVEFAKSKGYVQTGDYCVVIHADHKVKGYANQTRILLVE
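Pyruvate kinase activity monitored as ATP production (luciferase luminescence). Conditions: 0.1 nM enzyme, 0.5 mM PEP, 0.1 mM ADP, 1 h, RT; normalized against uninhibited and no-enzyme wells.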
AmpC inh no detg: qHTS Inhibitors of AmpC Beta-Lactamase (assay without detergent) | AID 485341, 2010 | AmpC nitrocefin hydrolysis, absorbance 480 nm, 0.0001% Triton | 330,000 tested, 0.52% active | Potency, µM (doses to about 57.1 µM), inactives show at the highest dose activity change, negative = inhibition, most hits filed as inhibitors;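 also: potency is read from the fitted curve at half-maximal effect; plate controls were no compound for no effect and no enzyme for full effect; nearly all actives have a fitted effect of over 20% in size; some results filed as inactive show a strong effect at the top dose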
Target sequence (P00811 whole entry, looked up): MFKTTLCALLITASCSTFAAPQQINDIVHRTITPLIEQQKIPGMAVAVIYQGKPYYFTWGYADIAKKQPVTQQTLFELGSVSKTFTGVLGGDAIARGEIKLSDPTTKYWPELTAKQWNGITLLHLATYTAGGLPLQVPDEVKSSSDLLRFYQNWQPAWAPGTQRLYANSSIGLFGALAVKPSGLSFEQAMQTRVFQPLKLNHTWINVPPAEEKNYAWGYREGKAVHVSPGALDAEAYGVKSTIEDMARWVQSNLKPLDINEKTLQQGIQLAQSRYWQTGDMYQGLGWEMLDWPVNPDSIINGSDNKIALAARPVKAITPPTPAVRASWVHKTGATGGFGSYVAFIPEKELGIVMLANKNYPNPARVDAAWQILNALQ
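AmpC (5.3 nM in the dispensed reagent) in 20 mM phosphate pH 7.0 with 0.01% (detergent screen) or 0.0001% Triton X-100 was preincubated with compounds for 15 min at room temperature. Nitrocefin was then added from an 800 uM solution, and hydrolysis was followed at 480 nm.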
CHX counter: Cycloheximide Counterscreen for Small Molecule Inhibitors of Shiga Toxin | cell reporter, cycloheximide protein synthesis inhibition counterscreen | 300,000 tested, 12% active | max response, %; in the data active = max response mostly above about 13%, no sharp cut-off; inactive = mostly below about 14%; also: read at 38.3 µM for the half of the compounds with a filed dose; 0% is about no effect
* hit, by the source's call; u = inconclusive; x = not tested or not shown; & = joins results of further samples; [ ] = remark or other dose. Unless noted, calls follow the shape of the dose curve; as a rule, active = well fitted curve in the direction sought with a large enough effect; inconclusive = small, poorly fitted or top-dose-only effect, or another doubt; inactive = no such curve, though single readings can be large; an effect the other way counts as inactive or inconclusive.

1) COC(=O)c1c(C)cc(C)n2c1nc1ccccc12
2) Cc1ccc(C(=O)C2OC(=O)C(C)(C)C(=O)C2(C)C)cc1 (stereo not drawn)
3) Cc1ccc(S(=O)(=O)N(C)C)cc1NC(=O)c1ccccc1SCC(=O)N1CCCC1
4) O=C(NCc1ccccc1)C(c1ccccc1F)N(C(=O)c1csnn1)C1CCCC1 (stereo not drawn)
5) COc1ccc2ccccc2c1C(=O)/C=C\c1ccoc1
6) CCOc1ccc(NC(=S)N(CCOC)C(C)c2cccnc2)cc1 (stereo not drawn)
7) CCC1C(=O)N=C(SCC(=O)Nc2ccc(S(N)(=O)=O)cc2)NC1=O (stereo not drawn)
8) CCOc1ccccc1/C=C/C(=O)c1ccc(Cl)cc1
compound no.,1,2,3,4,5,6,7,8
Tb PYK inh,3%,3%,-2%,-21%,4%,-3%,6%,2%
Pf growth 96h,7.4µM*,x,u,u,u,51%[activator],u,-77%
Pf growth 48h,12%,9%,u,-10%,-10%,8%,15%,13%
Shiga toxin inh,-9,11,x,-7,-5,8,1,23
LmPK inhibitor,-5%,-3%,x,5%,-2%,-1%,0%,0%
AmpC inh no detg,-19%,-4%,-5%,1%,-39%,10%,-12%,-15%
CHX counter,15,-7,x,-2,21,10,-3,15*

9) COCCCNC(=O)/C(C#N)=C/c1cccc(NC(=O)c2ccccc2Cl)c1
10) Cc1cc2c3c(ccc(C)c3n1)N=CN2c1ccccc1
11) CSCC[C@H](NC(=O)[C@@H]1CSC2c3ccccc3C(=O)N21)C(=O)NCc1ccco1 (stereo partly drawn)
12) O=C(NC1=NCCS1)c1ccc2c(c1)C(=O)N(Cc1ccco1)C2=O
13) CCOC(=O)c1c(C)n(C)c2ccc(OCC(O)CN(CC)CC)cc12 (stereo not drawn)
14) COCc1cc(C)nc(SCc2nc3ccccc3c(=O)[nH]2)c1C#N
15) Cc1cccc(OCC(=O)NC2CCCC2)c1
16) Cc1cc(O)c(C(C)C)cc1N=Cc1ccccc1O
compound no.,9,10,11,12,13,14,15,16
Tb PYK inh,u,3%,-4%,-9%,1%,2%,6%,-21%
Pf growth 96h,-26%,119%[activator],u,x,5.9µM*,u,u,u
Pf growth 48h,39%[activator],-12%,u,7%,x,-20%,21%,u
Shiga toxin inh,11,-8,27,0,-17,-11,63,-11
LmPK inhibitor,0%,1%,0%,-4%,15%,-2%,1%,3%
AmpC inh no detg,-24%,-13%,-7%,-20%,10%,-40%,1%,-17%
CHX counter,-2,1,7,2,-3,7,13,-3

17) O=C(Nc1ccccc1)C(=O)c1c[nH]c2ccccc12
18) COc1ccc(C(=O)N/C(=C\c2cn(C)c3ccccc23)C(=O)OCCN(C)C)cc1
19) Cc1cc(C)cc(NC(=O)c2cc(C)nc3ccccc23)c1
20) CCOC(=O)/C=C1\SCC(=O)N1CC(=O)Nc1cccc(F)c1
21) CCOc1ccc2nc(NC(=S)NCc3ccccc3)sc2c1
22) O=C(CCn1c(=O)oc2ccccc21)N1CCC2(CC1)OCCO2
23) CCC1(c2ccccc2)NC(=O)N(CC(=O)Nc2ccccc2C(=O)NC2CC2)C1=O (stereo not drawn)
24) Cc1cc(NC(=O)CS(=O)(=O)c2cn(Cc3ccc(F)cc3)c3ccccc23)no1
compound no.,17,18,19,20,21,22,23,24
Tb PYK inh,-4%,-2%,7%,-1%,-20%,16µM*,0%,-13%
Pf growth 96h,25%,106%[activator],12µM*,-39%[5.75 µM],4.1µM*,4%,0%,13µM*
Pf growth 48h,252%[activator],36%[activator],u,-44%[5.75 µM],x,-7%,u,x
Shiga toxin inh,67*,1,-15,-11,0,19,x,-2
LmPK inhibitor,-1%,6%,-3%,2%,6%,6%,x,1%
AmpC inh no detg,-12%,28%,4%,0%[2.29 µM],-44%,-2%,-7%,-42%
CHX counter,31*,-2,-1,-3,10,14*,x,-3

25) Clc1ccc(-n2ncc3c(NCc4ccco4)ncnc32)cc1
26) COC(=O)C1=C(N)n2c(s/c(=C\c3cccnc3)c2=O)=C(C(=O)OC)C1c1cccnc1 (stereo not drawn)
27) COc1ccc(C(=O)C[n+]2cc(-c3ccc(OC)cc3)n3c2CCCC3)cc1
28) N#Cc1c(NC(=O)CSC2=NCCS2)sc2c1CCCC2
29) COc1ccc(C(C(=O)NCC2CCCO2)N(C(=O)CNC(=O)c2ccco2)c2ccc(C)c(C)c2)cc1OC (stereo not drawn)
30) C=C(C)CSc1nc(N)c2c3c(sc2n1)CCC3
31) CC(=O)Nc1ccc(NC(=O)COC(=O)c2c(-c3ccccc3)noc2C)cc1
32) CCN(CC)c1ncc(C)c(=O)[nH]1
compound no.,25,26,27,28,29,30,31,32
Tb PYK inh,x,x,-3%&7%,-11%,-4%,-8%,1%,-2%
Pf growth 96h,27%,-7%,1.5µM*,2.3µM*,-2%,x,0%,1%[5.75 µM]
Pf growth 48h,13%,-16%,1.2µM*,u,u,48%[activator],u,20%
Shiga toxin inh,-10,-8,-1&-10,-5,-10,77*,x,-2
LmPK inhibitor,-2%,2%,0%&8%,0%,-1%,9%,x,-2%
AmpC inh no detg,-29%,-13%,10%[11.4 µM],-47%,107%[activator],-24%,-4%,-9%
CHX counter,2,-3,1&-2,-4,-5,18*,x,-5

33) CCOc1ccc(CN2CCNC(=O)C2CC(=O)NCCCC2CCCC2)cc1 (stereo not drawn)
34) COc1ccc(Cl)cc1-c1nc(SCC(=O)NC2CC2)n[nH]1
35) COc1cccc(N2C(=O)CC(NNC(=O)c3cccs3)C2=O)c1 (stereo not drawn)
36) CC1Sc2ccc(S(=O)(=O)CCC(=O)NC3CCCCC3C)cc2NC1=O (stereo not drawn)
37) O=C(NCc1ccccc1)c1ccc(C2SCC(=O)N2Cc2ccccc2)cc1 (stereo not drawn)
38) CC(=O)N1N=C(c2ccc(C)cc2)CC1c1ccc2c(c1)OCO2 (stereo not drawn)
39) CCC/C=C(\CCC)C(NC(=O)OCC(C)C)c1ccc(C(=O)OC)cc1 (stereo not drawn)
40) Cn1cccc1C(=O)NC(=O)COC(=O)c1ccccc1O
compound no.,33,34,35,36,37,38,39,40
Tb PYK inh,-13%,-2%,10%,-6%,-2%,-1%,-3%,3%
Pf growth 96h,13µM*,1%,38%[activator],0%,73%[activator],42%[activator],u,x
Pf growth 48h,13%,0%,19%,11%,u,33%[activator],u,5%
Shiga toxin inh,19*,13,43*,-3,8,52*,-11,19
LmPK inhibitor,-2%,10%,-3%,7%,4%,3%,1%,4%
AmpC inh no detg,150%[activator],-1%,-30%,-10%,-18%,23%,-5%,-39%
CHX counter,16,9,19*,-1,3,45*,-3,17*

41) Cc1cc(N2C(=O)C(=O)/C(=C(/O)c3ccc(F)cc3)C2c2ccc(Cl)cc2)no1 (stereo not drawn)
42) Cc1nnc(NC(=O)c2ccc(-c3cccc(C(F)(F)F)c3)o2)s1
43) O=C(Nc1ccccc1)N1CCC(C(=O)N(Cc2ccco2)Cc2cccs2)CC1
44) Cc1nc(SCC(=O)N2CC(C)OC(C)C2)nc(C)c1C (stereo not drawn)
45) CN1CCC(NC(=O)CCc2ccccc2)CC1
46) Cc1ccc2nsnc2c1S(=O)(=O)N1CCN(CCc2ccccc2)CC1
47) O=S(=O)(N1CCCCCC1)N1CCNCC1
48) Cc1ccc(-n2c(C)cc(/C=N/NC(=O)c3ccncc3)c2C)cc1
compound no.,41,42,43,44,45,46,47,48
Tb PYK inh,6%,-4%,6%,-1%,3%,0%,3%,3%
Pf growth 96h,59%[activator],x,1.7µM*,0%,u,x,u,u
Pf growth 48h,13µM*,12%,u,57%[activator],32%[activator],2%,-5%,u
Shiga toxin inh,-11,-12,12,-9,x,-11,-7,18
LmPK inhibitor,3%,-6%,4%,7%,-2%,-3%,-3%,0%
AmpC inh no detg,-24%,-12%,24%,3%,-8%,16%,-7%,-5%
CHX counter,1,-2,5,-6,-1,-1,-2,25*

49) Cc1cnc(C(=O)OCC(=O)NC(C)C)cn1
50) Cc1ccnc(NC(=O)CNC(=O)c2ccccc2)c1
51) Cc1cccc2cc(COC(=O)C(C)C)c(=O)[nH]c12
52) COC(=O)c1c(C)n(-c2ccc(OC)cc2)c2ccc(O)cc12
53) Cc1cc(C)n(/N=C/c2ccccc2O)c(=O)c1
54) COc1ccc(-c2nnn(CC(=O)N(Cc3cccs3)C(C)C(=O)NCCC(C)C)n2)cc1OC (stereo not drawn)
55) CCOc1ccc(-c2csc3nc[nH]c(=O)c23)cc1
56) COc1cc(/C=N/Nc2nc(Nc3ccc(C)cc3)nc(-n3nc(C)cc3C)n2)cc(OC)c1OC
57) CCOC(=O)c1cc(-c2ccccc2)nc2c1c(C)nn2-c1ccccn1
58) OC(COc1ccc(Cl)cc1Cl)Cn1ccnc1 (stereo not drawn)
59) Clc1nc(NCc2cccnc2)nc(N2CCOCC2)n1
compound no.,49,50,51,52,53,54,55,56,57,58,59
Tb PYK inh,10%,9%,-2%,u,2%,-11%,-5%,-1%,4%,2%,1%
Pf growth 96h,137%[activator],112%[activator],30%[activator],20%,26%,x,u,1.9µM*,x,-13%,u
Pf growth 48h,79%[activator],57%[activator],11%,12µM*,3%,u,0%,x,u,x,-21%
Shiga toxin inh,-6,x,3,-27,14,-33,110*,109*,19,17,-6
LmPK inhibitor,15%,x,-10%,-15%,-9%,-5%,0%,-3%,-4%,-6%,4%
AmpC inh no detg,-23%,u,-8%,-32%,-19%,87%[activator],-27%,0%,113%[activator],-8%,-8%
CHX counter,-2,x,-2,-3,-4,-5,30*,7,10,13*,5

Some of the entries above, reformatted.
49. Cc1cnc(C(=O)OCC(=O)NC(C)C)cn1
  Tb PYK inh: 10%
  Pf growth 96h: 137%[activator]
  Pf growth 48h: 79%[activator]
  Shiga toxin inh: -6
  LmPK inhibitor: 15%
  AmpC inh no detg: -23%
  CHX counter: -2

50. Cc1ccnc(NC(=O)CNC(=O)c2ccccc2)c1
  Tb PYK inh: 9%
  Pf growth 96h: 112%[activator]
  Pf growth 48h: 57%[activator]
  Shiga toxin inh: x
  LmPK inhibitor: x
  AmpC inh no detg: u
  CHX counter: x

51. Cc1cccc2cc(COC(=O)C(C)C)c(=O)[nH]c12
  Tb PYK inh: -2%
  Pf growth 96h: 30%[activator]
  Pf growth 48h: 11%
  Shiga toxin inh: 3
  LmPK inhibitor: -10%
  AmpC inh no detg: -8%
  CHX counter: -2

52. COC(=O)c1c(C)n(-c2ccc(OC)cc2)c2ccc(O)cc12
  Tb PYK inh: u
  Pf growth 96h: 20%
  Pf growth 48h: 12µM*
  Shiga toxin inh: -27
  LmPK inhibitor: -15%
  AmpC inh no detg: -32%
  CHX counter: -3
